# Screening data as filed in PubChem BioAssay.
# Large T inhibition: TAg ATPase/helicase activity blockers – biochemical (AID 1903). SV40 large T antigen ATPase/helicase inhibition assay; higher % means a stronger effect. inhibition, % at 20 µM; hits with a dose series show IC50 in µM. hit rate 0.39% among 310,000; in the data active means a potency from the dose series; inconclusive means inhibition mostly from about 32% at the one dose, without a potency; inactive means the rest, 99 in 100 with inhibition below about 32%; further: strong numbers were not always called active
# CSM14.1 death rescue: protection against thapsigargin-triggered cell killing – 384-well, CSM14.1, ATP luminescence, primary screen (AID 1222) | cellular ATP content (survival), % at 20 µM; hits with a dose series show EC50 in µM | CSM14.1 thapsigargin-induced death rescue, ATP luminescence; higher % means a stronger effect | 190,000 tested, under 10 active;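 active means EC50 below 50 µM in the dose-response confirmation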;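 further: death triggered by thapsigargin at about 15 µM added after 2 h compound pretreatment; cell ATP read after overnight thapsigargin exposure of roughly 18 to 22 hours; normalized against plate controls of thapsigargin alone and 5% DMSO vehicle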
# human PMI inhibition: inhibitors of human PMI, primary screen, biochemical, fluorescence intensity, coupled assay (AID 1209); purified PMI enzyme, coupled fluorescence intensity; higher % means a stronger effect; one-dose inhibition, % at 20 µM; IC50 in µM for titrated hits; hit rate 0.42% among 190,000;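 further: plate controls were DMSO vehicle for no effect and wells lacking substrate for full effect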
# Ins promoter up: MIN6 insulin promoter up-regulation | MIN6 insulin promoter-GFP reporter, high-content imaging; hits give high values | z-score at 5 µM | hit rate 0.3% among 190,000;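 active means z-score above 3 at 5 µM with at least 500 cells counted in the well; inconclusive means wells under 500 cells, flagged as cytotoxic or low count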
# TNAP activation fold: stimulation of alkaline phosphatase TNAP activity – biochemical, luminescent, no phosphate acceptor, uHTS, primary screen (AID 1001). purified TNAP, luminescent activation assay, no phosphate acceptor; higher activation fold means a stronger effect. activation fold at 20 µM, or EC50 in µM where a hit was titrated. hit rate 0.03% among 200,000; in the data active means activation fold from about 3, or a potency from the dose series; inactive means the rest, 99 in 100 with activation fold below about 1.6; further: many of its hits are not listed in these tables
# West Nile virus CPE: inhibition of WNV-induced cytopathic effect – cell-based, CPE readout (AID 1621); West Nile virus-infected cells, CPE inhibition; higher % means a stronger effect; CPE inhibition, % at 10 µM, or IC50 in µM where a hit was titrated; hit rate 0.02% among 290,000; in the data active means a potency from the dose series; inconclusive means CPE inhibition mostly from about 3.7% at the one dose, without a potency; inactive means the rest, 99 in 100 with CPE inhibition below about 2.2%; further: strong numbers were not always called active
# PMI inhibition: human PMI inhibitors, high substrate, primary screen, biochemical, fluorescence intensity, high mannose 6-phosphate (AID 1220) | one-dose inhibition, % at 20 µM; IC50 in µM for titrated hits | hit rate 0.66% among 190,000 | recombinant PMI enzyme, coupled fluorescence intensity; higher % means a stronger effect
# RSV CPE inhibition: inhibition of RSV-induced cytopathic effect – HEp-2 cells, primary 10 µM value included (AID 2391). one-dose CPE inhibition, % at 10 µM; IC50 in µM for titrated hits. hit rate 0.13% among 310,000. HEp-2 cells, RSV-induced CPE inhibition; higher % means a stronger effect; in the data active means a potency from the dose series; inconclusive means CPE inhibition mostly from about 23% at the one dose, without a potency; inactive means the rest, 99 in 100 with CPE inhibition below about 21%; further: strong numbers were not always called active
# PhoP inhibition: inhibitors of PhoP regulon expression, primary screen, Salmonella Typhimurium, GFP reporter (AID 1863); S. Typhimurium PhoP-regulated promoter GFP reporter, 4 h; higher % means a stronger effect; one-dose inhibition, % at 50 µM; IC50 in µM for titrated hits; hit rate 0.16% among 300,000;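 active means inhibition over 29.93%, a cutoff 3 SD above the screen mean, later confirmed by dose response; inconclusive means inhibition over 29.93% but no dose response follow-up; inactive means inhibition at most 29.93% or unconfirmed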;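 further: 0% = low Mg2+ inducing control and 100% = high Mg2+ repressing control; strong numbers were not always called active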
# Ins promoter up cell count: also measured in Ins promoter up; calls as there; cell count; measured here: cytotoxicity, nuclei count;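 total cells summed across four imaged fields per well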
# Numbers without * were called inactive; u = inconclusive; x = no result given. Unless noted, no stated cut-off is given here; in the data, active means inhibition above about 50%; inactive means the rest.
SMILES,Large T inhibition,CSM14.1 death rescue,human PMI inhibition,Ins promoter up,Ins promoter up cell count,TNAP activation fold,West Nile virus CPE,PMI inhibition,RSV CPE inhibition,PhoP inhibition
CCN1/C(=C2/SC(=S)N(NC(C)=O)C2=O)Sc2ccc(Cl)cc21,11%,x,x,x,x,x,-0.3%,x,10%,-11%
CC12CCC(C/C1=N/O)C2(C)CBr (stereo not given),4%,x,x,-0.05,1076,x,0.1%,x,1.1%,-9%
CC(=O)Nc1cccc(NC(=O)CCCC(=O)O)c1,5%,-1.1%,12%,0.11,1216,1,-0.6%,22%,1.7%,12%
Cc1ccc2c(c1)cc(C(=O)NCc1ccccc1)n2C,-3%,x,x,x,x,x,-0.7%,x,24µM*,-12%
CCCCNC(=O)CCNS(=O)(=O)c1ccc(Br)cc1,4%,3.1%,15%,0.65,1867,1,0.7%,18%,-1.1%,-6%
Cc1ccc(NC(=O)N(Cc2nc3ccccc3c(=O)[nH]2)Cc2cccs2)cc1,16%,1.3%,9%,-0.45,1469,1.1,-1.3%,2%,3.0%,6%
Cc1ccc(N=Nc2cc(C)ccc2O)c(C)c1,0%,x,x,x,x,x,0.1%,x,0.0%,7%
CC1N(C(=O)N2CCOCC2)CCN1S(=O)(=O)c1ccc(Cl)cc1 (stereo not given),4%,x,x,x,x,x,-0.4%,x,-0.1%,11%
CCOc1cc(CNC(C)(C)C)ccc1OCC(=O)Nc1cccc(C(F)(F)F)c1,-4%,2.8%,3%,-1.1,1542,1.2,-0.5%,2%,-3.8%,-3%
CC1(C)OC(C(O)(c2ccccc2)c2ccccc2)[C@@H](C(O)(c2ccccc2)c2ccccc2)O1 (stereo not given in full),18%,x,x,x,x,x,u,x,-4.2%,10%
O=C(CSc1nncn1-c1ccccc1)NCc1cccs1,10%,2.3%,-2%,x,x,1.2,0.1%,-3%,3.3%,0%
COc1ccccc1-n1cc(-c2ccc(Br)cc2)[nH]c1=S,20%,x,x,x,x,x,-1.1%,x,2.9%,11%
CC(C)(C)NC(=O)C(Cc1ccccc1)NS(=O)(=O)c1cccc2nsnc12 (stereo not given),-4%,0.2%,15%,-1.1,1204,1.1,-0.4%,11%,-0.8%,-8%
O=C(NCCCn1ccnc1)c1ccc2nccnc2c1,-4%,x,x,x,x,x,0.5%,x,0.0%,2%
CCn1c(=O)n(CC)c2cc(N3CCCC3)c(NC(=O)c3cccc(OC)c3)cc21,31%,x,x,x,x,x,1.0%,x,15%,1%
CCOC(=O)CSc1nc2ccc(S(=O)(=O)N3CCOCC3)cc2[nH]1,4%,-2.0%,-11%,x,x,1,0.2%,-24%,0.6%,-2%
CCN(CC)S(=O)(=O)c1cccc(-c2nnc(SCc3nnc(-c4ccccc4)o3)n2C)c1,-2%,0.5%,2%,-1.4,966,1.1,1.4%,-6%,2.5%,-1%
CC(C)(C)c1ccc(N2C(=O)Cc3c2nc(N)c(C#N)c3N)cc1,9%,-3.8%,4%,-0.18,929,1.1,-0.6%,-1%,8.7%,-12%
CC(=O)N1CCN(c2ccccc2NC(=O)Cc2ccc(Cl)cc2)CC1,0%,-1.4%,6%,0.5,1200,1.1,-1.1%,11%,-0.5%,-9%
O=C(CN1CCN(Cc2ccccc2)CC1)Nc1ccc(-n2cnnn2)cc1,4%,-0.4%,-2%,-0.05,1391,1.1,-0.2%,-6%,-0.7%,1%
COc1cc(OC)c(NS(=O)(=O)c2c(C)[nH]c(=O)[nH]c2=O)cc1Cl,9%,x,x,x,x,x,-0.5%,x,1.6%,-2%
CC(C)(O)C(=O)NN(C(=O)c1ccccc1)c1cccc(Br)c1,16%,-0.6%,-4%,-0.32,1381,1.2,0.0%,-8%,1.2%,-15%
CC(=O)Oc1cc2c(C(C)=O)coc2c2ccccc12,0%,-2.5%,-4%,x,x,1.1,0.0%,0%,u,-2%
Cc1ccc(C(=O)COC(=O)c2cc(=O)[nH]c3ccccc23)cc1,2%,-1.8%,-13%,2.9,1318,1.1,0.4%,-13%,0.6%,-1%
Cc1cccc(N2CCC(N=CN(C)C)=N2)c1,u,-1.2%,4%,-0.85,1036,1.1,0.1%,-2%,17%,-2%
COc1cc(OC)cc(C(=O)NCCN2C(=O)S/C(=C\c3cccs3)C2=O)c1,3%,0.2%,-2%,-0.32,1209,0.9,-1.5%,10%,16%,-7%
Cn1c(SCC(=O)O)nc2ccccc2c1=O,6%,-1.2%,-20%,x,x,1.1,-0.1%,-18%,1.5%,2%
CCC1Oc2ccccc2N(CC(=O)NCC2CCCO2)C1=O (stereo not given),1%,x,x,x,x,x,-0.3%,x,1.3%,4%
COc1ccc(CN2CC(C(=O)NCc3cccc(OC)c3)CC2=O)cc1 (stereo not given),4%,-0.8%,12%,0.28,1136,1.1,0.6%,10%,-0.6%,3%
Cc1ccc2nsnc2c1NC(=O)c1ccc(-c2cc(Cl)ccc2Cl)o1,25%,-1.3%,12%,0.4,1012,1.1,0.1%,44%,1.3%,3%

# Profiles, quoted from the list. Values in the order: Large T inhibition | CSM14.1 death rescue | human PMI inhibition | Ins promoter up | Ins promoter up cell count | TNAP activation fold | West Nile virus CPE | PMI inhibition | RSV CPE inhibition | PhoP inhibition
# `CC(C)(C)c1ccc(N2C(=O)Cc3c2nc(N)c(C#N)c3N)cc1` across the screens: 9% | -3.8% | 4% | -0.18 | 929 | 1.1 | -0.6% | -1% | 8.7% | -12%
# `O=C(CN1CCN(Cc2ccccc2)CC1)Nc1ccc(-n2cnnn2)cc1` across the screens: 4% | -0.4% | -2% | -0.05 | 1391 | 1.1 | -0.2% | -6% | -0.7% | 1%
# `COc1cc(OC)c(NS(=O)(=O)c2c(C)[nH]c(=O)[nH]c2=O)cc1Cl` across the screens: 9% | x | x | x | x | x | -0.5% | x | 1.6% | -2%

# Following part:
SMILES,Large T inhibition,CSM14.1 death rescue,human PMI inhibition,Ins promoter up,Ins promoter up cell count,TNAP activation fold,West Nile virus CPE,PMI inhibition,RSV CPE inhibition,PhoP inhibition
COc1ccc(NC(=O)C2CCCN(C)C2)cc1OCC(C)C (stereo not given),9%,-1.4%,-1%,x,x,1.1,-1.0%,5%,-0.3%,-6%
CS(=O)(=O)N1CCN(c2ccccc2NC(=O)c2ccc([N+](=O)[O-])o2)CC1,2%,1.4%,13%,0.81,1609,1.1,-1.1%,6%,0.6%,-1%
COc1ccc(NC(=O)CSc2nc3cccnc3n2C)cc1,11%,0.7%,18%,-0.55,1405,1.1,-0.9%,18%,-1.0%,-9%
O=C(COc1ccccc1Cl)NCCNC(=O)c1ccncc1,6%,x,x,x,x,x,-0.3%,x,1.1%,-2%
O=C(NCc1ccccn1)c1cccs1,19%,x,10%,-0.1,1209,1.1,-0.1%,5%,-0.2%,3%
COc1ccc(C(=O)Nc2ccc(N3CCN(c4ccc(OC)cc4)CC3)c(C#N)c2)cc1,3%,-0.3%,10%,0.05,1442,1,0.3%,8%,1.0%,6%
CSc1cccc(NC(=O)CCS(=O)(=O)c2cccc3nonc23)c1,0%,x,x,x,x,x,-0.9%,x,0.0%,11%
O=C(O)c1cccc(-c2ccc(/C=N/NC(=O)c3cccnc3)o2)c1,15%,-0.6%,-18%,0.41,1276,0.9,0.1%,0%,2.1%,-9%
Cc1cc(NC(=O)CSc2nc3ccccc3c(=O)n2CCCC(=O)NCc2ccco2)n[nH]1,3%,1.7%,-6%,x,x,1.1,0.2%,-7%,4.2%,-8%
COc1ccccc1CNc1ccc2nnc(CCNC(=O)c3ccccc3)n2n1,13%,-1.6%,-5%,-0.35,1149,1.1,-0.4%,-11%,0.6%,-11%
COc1cc(NC(=O)C2CCCC2)c(OC)cc1Cl,4%,1.1%,2%,-0.04,1121,1.1,x,3%,0.2%,4%
CCN(Cc1ccccc1)c1ccc(/C=N/N2CCOCC2)cc1,32%,-2.4%,19%,0.65,1233,1.1,1.0%,12%,2.3%,11%
Cc1cc(C)n(/N=C/c2cccc([N+](=O)[O-])c2)c(=O)c1,1%,0.3%,13%,0.44,1280,1,0.2%,16%,1.0%,1%
CC(=O)NC1=NN(C(C)=O)C(C)(c2ccc3ccccc3c2)S1 (stereo not given),2%,-2.5%,9%,0.02,1201,1.2,-0.1%,-4%,1.2%,0%
Cc1cc(=O)n2[nH]c(SCc3ccccc3Cl)nc2n1,0%,x,x,x,x,x,1.1%,x,4.0%,7%
Cn1c(=O)oc2cc(S(=O)(=O)Nc3ccc4c(c3)OCO4)ccc21,7%,-2.1%,0%,0.22,1121,1.1,-0.2%,16%,-1.0%,1%
Cc1nn(-c2ccccc2)c2nc(N)c(C(N)=O)cc12,8%,x,x,x,x,x,0.1%,x,1.0%,7%
O=C(O)CSc1nnnn1C1CCCCC1,16%,-2.2%,-15%,1.2,1451,1.1,0.0%,-15%,0.8%,3%
c1ccc(COC2CCCN(Cc3nc(-c4cnccn4)no3)C2)cc1 (stereo not given),5%,-0.3%,8%,-0.15,1339,1.1,-0.3%,5%,0.9%,2%
COc1ccc(CCN=C(N)NS(=O)(=O)c2ccc(OC)cc2)cc1,20%,0.1%,5%,-0.27,1534,1.1,0.1%,0%,6.3%,-9%
CCC(=O)NC1(C(F)(F)F)C(=O)Nc2c1c(=O)[nH]c(=O)n2CC(C)C (stereo not given),7%,x,x,-0.21,1170,x,0.8%,x,x,-14%
CCCCN(CC)C(=O)Cn1cnc2sc(C)c(S(=O)(=O)N3CCC(C)CC3)c2c1=O,-4%,x,x,x,x,x,-1.1%,x,1.0%,9%
O=C(Nc1nccs1)c1cncc(Br)c1,-1%,-0.4%,2%,-0.05,1282,1,-0.1%,7%,1.5%,1%
CCCN=C(C)c1c(-c2ccccc2)[nH]n(-c2nc3ccccc3s2)c1=O,4%,1.2%,3%,-1.4,828,1.1,0.8%,-2%,3.4%,3%
Nc1ccc2c(c1)C(=O)N(CC1CCCO1)C2=O (stereo not given),-1%,-2.1%,-2%,x,x,1,0.2%,-7%,1.5%,7%
CC1CCCCN1C(=O)c1cc2ccccc2cc1O (stereo not given),8%,x,x,x,x,x,-0.1%,x,3.9%,8%
O=C1CC2CS(=O)(=O)CC2N1C1CCCCC1 (stereo not given),18%,-0.6%,-6%,-1.3,924,1.2,-0.3%,-4%,1.2%,-2%
CCOc1ccc2nc(NC(=O)CN3CCN(c4ccccn4)CC3)sc2c1,-6%,-2.0%,4%,-0.74,1953,1.3,0.4%,-3%,3.0%,5%
O=C(CCS(=O)(=O)Cc1ccccc1)NCC1CCCO1 (stereo not given),-5%,0.6%,14%,0.25,1221,1.1,0.2%,11%,0.9%,0%
O=S(=O)(Cc1cc(NCc2ccccc2)nc(-c2ccccn2)n1)c1ccccc1,0%,-0.5%,5%,-0.84,904,1,-2.3%,4%,0.0%,-3%
